# CHO-K1 Ca PAM: counter-screen for M1 PAMs: effect in parental CHO-K1 cells; AID 602247; 360,000 tested, 0.02% active; ATP EC20, Fluo-8 calcium fluorescence; 0% at ATP EC20, 100% at ATP max; activation, % at 3 µM;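 active means activation above the run cutoff, the mean activation of all test compounds plus 3 SD, cut at about 40% in these data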;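 further: peak over basal fluorescence ratio in a 140 s read after ATP addition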
# CRFBP-R2 block: blocks CRF-induced signaling of the CRF-BP/CRF-R2 complex; AID 588475; HEK293 CRF-R2/CRF-BP, CRF-induced calcium fluorescence; inhibition, % at 11.8 µM; 350,000 tested, 0.59% active;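 active means inhibition of the ligand-induced calcium signal above about 50% at the single tested concentration, limit read from the data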
# TAAR1 antagonist: human TAAR1 antagonism; Q96RJ0; 360,000 tested, 1.5% active; CHO RD-HGA16 TAAR1, Fluo-8 calcium fluorescence, antagonist; inhibition, % at 3 µM;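 active means inhibition above a per-plate cutoff, the mean inhibition of test compounds on that plate plus 3 SD, cut at about 49% in these data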;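 further: 0% = DMSO plus EC80 beta-PEA response and 100% = DMSO alone without agonist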
# Target sequence (Q96RJ0 whole entry, looked up): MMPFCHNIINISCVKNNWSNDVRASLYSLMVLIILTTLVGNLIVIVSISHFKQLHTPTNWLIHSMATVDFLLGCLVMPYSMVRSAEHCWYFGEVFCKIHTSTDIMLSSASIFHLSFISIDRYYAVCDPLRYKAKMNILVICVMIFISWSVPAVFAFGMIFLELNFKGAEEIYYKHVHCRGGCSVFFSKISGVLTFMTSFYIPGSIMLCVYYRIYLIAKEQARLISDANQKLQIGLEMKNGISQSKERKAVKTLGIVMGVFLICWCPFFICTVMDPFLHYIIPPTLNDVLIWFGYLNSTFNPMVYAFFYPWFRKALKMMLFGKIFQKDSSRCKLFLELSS
#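 Test system: CHO RD-HGA16 cells bearing hTAAR1 | Reagent: β-PEA, EC80 | Compound dosing: 3 µM, single point | Schedule: Dye loading 75 min at 37 °C, then 30 min room temperature | Signal: Calcium fluorescence with Fluo-8 | Evaluation: Percent inhibition of PEA-evoked calcium signal, max/basal emission ratio | Control set: DMSO-only wells and EC80 β-PEA-stimulated wells | Repeats: Singlicate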
# TAAR1 agonist: human TAAR1 agonism | Q96RJ0 | CHO RD-HGA16 TAAR1, Fluo-8 calcium fluorescence; vehicle wells 0%, saturating PEA agonist 100% | activation, % at 3 µM | 360,000 tested, 0.99% active;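 active means activation above the mean activation of all test compounds in the run plus 3 SD, cut at about 38% in these data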
#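 Assay system – CHO-derived RD-HGA16 cells with stable Gα16 and human TAAR1 · Compound dosing – one-point dosing at 3 µM (nominal) · Incubation – 17-24 h seeding, 75 min 37 °C dye, 30 min RT · Measured by – kinetic Fluo-8 calcium fluorescence · Control set – DMSO vehicle as 0%, PEA at EC100 as 100% · Repeats – single well for each compound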
# CHRM5 PAM: CHRM5 positive allosteric modulation; CHO-K1 hM5, Fluo-8 calcium, ACh EC20 PAM; 0% = ACh EC20, 100% = ACh EC100; activation, % at 3 µM; 360,000 tested, 0.3% active; AID 624038;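 active means activation above the run cutoff, the mean activation of all test compounds plus 3 SD, cut at about 18% in these data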
#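 Assay system: CHO-K1 hM5 cells. Also added: acetylcholine at EC20 concentration, added after compound. Dosing: 3 µM, single dose. Times: compound preincubation 140 s before EC20 acetylcholine addition. Signal: Fluo-8 calcium fluorescence. Measure: % activation relative to EC20 and EC100 ACh responses. Repeats: singlicate, one well per test compound.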
# M5 antag: antagonists of human muscarinic M5 receptor (CHRM5) | P08912 | CHO-hM5 cells, Fluo-8 calcium fluorescence, ACh EC80 | inhibition, % at 3 µM | 360,000 tested, 0.59% active | AID 624040;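 active means inhibition above a per-plate cutoff, the mean of that plate's test compounds plus 3 SD, cut at about 27% in these data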;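 further: 0% = acetylcholine EC80 with DMSO and 100% = DMSO without agonist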
# CRFBP-R2 agonist: CRF-BP/CRF-R2 complex agonism. 350,000 tested, 0.46% active. activation, % at 13.2 µM. HEK293 CRF-R2/CRF-BP, calcium dye fluorescence (FLIPR); percent of saturating CRF peptide response. AID 588473;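 active means activation of at least 50%, plus an integration ratio under a set limit after plate pattern correction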;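 further: plate controls were neutral control wells without compound for no effect and CRF at EC100 for full effect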
# CHRM4 PAM: potentiates acetylcholine response at human M4 receptor | CHO-K1 hM4/Gqi5, Fluo-8 calcium fluorescence, ACh EC20; 0% = ACh EC20, 100% = maximal ACh | P08173 | 360,000 tested, 0.4% active | activation, % at 3 µM | AID 624126;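 active means activation above its plate's cutoff, the mean activation of sample wells plus 3 SD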; further: some results filed as inactive read as strong as hits
# Target sequence (P08173 whole entry, looked up): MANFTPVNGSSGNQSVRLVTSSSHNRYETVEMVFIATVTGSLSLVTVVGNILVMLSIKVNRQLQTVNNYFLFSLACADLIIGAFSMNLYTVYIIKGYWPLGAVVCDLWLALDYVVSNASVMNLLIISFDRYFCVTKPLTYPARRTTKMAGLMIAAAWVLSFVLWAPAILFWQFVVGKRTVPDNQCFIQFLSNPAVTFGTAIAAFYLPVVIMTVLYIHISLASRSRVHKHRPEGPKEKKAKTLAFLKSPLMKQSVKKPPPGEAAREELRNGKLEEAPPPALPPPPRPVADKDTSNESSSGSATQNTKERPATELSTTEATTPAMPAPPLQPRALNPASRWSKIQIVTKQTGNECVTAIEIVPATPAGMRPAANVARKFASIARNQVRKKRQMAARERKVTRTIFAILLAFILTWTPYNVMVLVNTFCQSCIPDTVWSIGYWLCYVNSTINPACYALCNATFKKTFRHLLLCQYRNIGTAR
# M5 ag: agonists of human muscarinic M5 receptor (CHRM5); P08912; CHO-K1 hM5 cells, Fluo-8 calcium fluorescence; 0% DMSO wells, 100% maximal acetylcholine response; activation, % at 3 µM; 360,000 tested, 0.19% active;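 active means activation above the run's mean over test compounds plus 3 SD, cut at about 23% in these data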;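 further: signal is peak over basal fluorescence ratio across the kinetic read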
# * marks the source's active call; other numbers are inactive results; · = no result given; & = joins results of further samples.
SMILES,CHO-K1 Ca PAM,CRFBP-R2 block,TAAR1 antagonist,TAAR1 agonist,CHRM5 PAM,M5 antag,CRFBP-R2 agonist,CHRM4 PAM,M5 ag
O=C(Cn1cnc2c(NCc3ccccc3)ncnc21)NCCCN1CCCC1=O,18.6,-5.8,-1.7,0.9,2.3,-2.2,-5.6,9.9,0.1
CC1CCN(C(=S)c2cn(Cc3ccc(F)cc3)c3ccccc23)CC1,-7.2,13.4,-4.0,13.5,-21.7,0.7,1.8,-6.3,-9.4
CC(C)Oc1cccc(C(=O)N/N=C/c2coc3ccccc3c2=O)c1,17.1,0.9,4.1,1.9,-3.9,7.2,-0.7,-2.0,-1.8
Cc1ccc(-c2cc(-c3ccc(C)cc3O)[nH]n2)cc1,10.2,-2.9,-3.1,5.0,-0.3,8.0,2.1,2.9,4.9
CCCN(C(=O)CSc1nnnn1-c1ccccc1OC)C1CCS(=O)(=O)C1 (stereo not drawn),10.5,-1.7,-26.5,1.6,-4.8,17.6,-1.7,-1.9,-0.6
Cc1csc(NC(=O)CSc2nnc(NC(=O)COc3ccc(Cl)cc3)s2)n1,11.5,12.8,3.0,7.4,-0.9,2.9,8.0,-6.0,-0.3
O=C(OCC(=O)N1CCC(Cc2ccccc2)CC1)c1cncc(Br)c1,-22.1,-7.8,11.7,7.1,-5.7,6.7,-0.9,-12.1,-5.4
N#Cc1ccc(OCC(=O)OCC(=O)N2CCc3ccccc32)cc1,-0.4,-3.6,-5.9,-0.4,3.7,-5.1,-1.4,9.5,-1.9
CC(=O)c1ccc(OCC(=O)NC2CCCN(Cc3ccccc3F)C2)cc1 (stereo not drawn),-4.9,9.8,-6.5,1.0,0.8,1.1,-2.6,-4.7,-6.3
Cc1ccc(-c2csc(NC(=O)c3cccc(S(=O)(=O)N4CCN(C)CC4)c3)n2)cc1,-2.6,8.4,18.0,14.0,10.5,-3.5,-2.3,-5.9,6.6
O=C(NC1=NCCS1)c1nc(-c2ccccc2)n(-c2ccccc2)n1,15.7,-10.7,5.1,7.2,1.9,4.0,-0.5,21.6,-1.5
Cc1ccc(NC(=O)c2cccc(OC(F)F)c2)c(OC(F)F)c1,15.4,-15.4,-5.7,0.4,-4.5,9.9,-2.0,7.0,-3.9
CCCCOc1ccc(NC(=O)C(=O)NCCC2=CCCCC2)cc1,9.0,-9.1,17.4,1.0,-1.9,-2.2,5.6,-1.1,-6.0
CN(C)S(=O)(=O)n1cc(/C=C(\NC(=O)c2ccccc2)C(=O)N2CCOCC2)c2ccccc21,13.7,-22.3,13.7,4.3,3.7,4.8,-1.2,5.3,-4.4
Cc1cccn2c(=O)c(/C=C(\C#N)S(=O)(=O)c3ccccc3)c(N3CCC(C(N)=O)CC3)nc12,14.7,3.9,22.1,8.4,-6.5,7.9,2.5,-13.6,-1.8
CN(C)c1ccc(C(=S)N2CCN(S(=O)(=O)c3ccccc3)CC2)cc1,-27.3,21.4,8.8,0.9,-2.3,0.9,-0.4,-3.1,-3.9
CCOC(=O)c1nn(-c2ccccc2C)c2nc(Nc3ccccc3)cc(=O)n12,21.2,-8.6,7.2,17.3,7.0,1.5,6.8,13.4,0.2
COc1ccc(Cn2c(-c3ccc(C)cc3)nc3c(c(=O)c4ccccc4n3C)c2=O)cc1,9.7,-61.6,57.8*,91.5*,-1.9,7.5,36.6,14.9,-0.8
N#Cc1c(/N=C/C=C/c2ccccc2)sc2c1CCCC2,17.1,-30.1,1.5,16.9,0.6,-4.2,-5.7,16.1,-3.5
CCCN(C(=O)COc1ccc(Cl)cc1Cl)c1c(N)n(Cc2ccccc2)c(=O)[nH]c1=O,4.8,-0.7,1.1,1.1,-2.2,-16.4,4.5,-5.6,-4.1
COc1ccc(CCNC2=CC(=O)N(c3ccc(F)cc3)C2=O)cc1,-9.4,3.7,-11.2,22.0,3.8,1.0,-1.3,-0.1,3.1
CCOC(=O)c1c(NC(=O)CSc2nnc(-c3cccc(C)c3)n2CC)sc(C(C)=O)c1C,19.0,2.7,20.1,6.8,-4.8,-8.0,-1.3,-5.8,-10.3
COc1cc(Cc2cnc(N)nc2N)cc(OC)c1OC,-10.8&3.4,-2.7&-6.6,-0.3&1.7,0.0&1.4,4.3&-3.6,-0.2&2.2,-1.9&0.7,0.4&-7.1,-0.3&0.6
COc1ccc(OC)c(-c2nc(C(=O)NCCCN3CCOCC3)cc3c2[nH]c2ccccc23)c1,12.2,4.9,13.2,2.5,-0.9,4.8,-0.4,0.5,1.6
O=C(NCC1CCCN(C(=O)c2cccc(C(F)(F)F)c2)C1)c1ccc(F)cc1 (stereo not drawn),7.8,-12.6,-15.1,0.3,-0.6,12.7,-1.0,-2.5,-1.7
# Additional compounds follow.
SMILES,CHO-K1 Ca PAM,CRFBP-R2 block,TAAR1 antagonist,TAAR1 agonist,CHRM5 PAM,M5 antag,CRFBP-R2 agonist,CHRM4 PAM,M5 ag
O=C(CCSCCC(=O)Nc1ccccc1F)Nc1ccccc1F,19.8,6.9,3.9,-2.6,-4.6,9.2,-1.0,-4.1,-1.0
O=C(O)CNc1ccc(S(=O)(=O)C(F)(F)F)cc1[N+](=O)[O-],9.8,3.5,-20.6,3.1,9.2,-5.2,7.3,7.4,0.6
Cc1ccc(C)c(OCC(=O)NNC(=O)c2ccc(=O)[nH]c2)c1,6.8,8.1,2.8,-0.6,4.7,2.3,-0.5,4.9,3.2
O=C(CSc1nc2c(sc3ccccc32)c(=O)n1CCCN1CCCC1)NCc1ccccc1,14.7,-21.4,-8.7,0.6,7.6,-3.4,10.6,-12.5,-12.6
CC1=C(C(=O)OC(C)C)C(c2cccnc2)C2=C(CCCC2=O)N1 (stereo not drawn),18.1,-2.2,0.4,10.1,1.1,4.2,0.5,3.8,-1.0
CCc1nonc1NC(=O)c1oc2cc(Br)ccc2c1C,-7.0,44.7,-18.1,-1.8,2.9,-1.3,2.9,5.9,2.8
COc1cc(C(=S)N2CCCCC2)ccc1OCC(=O)Nc1ccccc1Cl,25.4,-109.0,10.2,1.3,4.3,-2.6,5.8,3.4,-1.3
COc1ccc(CCNC(=O)c2ccc(OCc3c(C)noc3C)cc2)cc1OC,-14.4,-0.9,39.6,15.4,-20.2,4.4,-0.9,1.4,6.2
C/C(=N\NC(=O)CCc1c(C)n[nH]c1C)c1ccc([N+](=O)[O-])cc1,1.9,-10.5,3.1,2.1,-14.1,19.0,-4.2,-9.6,6.2
Cc1ccc(CNC(=O)CNC(=O)c2ccco2)cc1,9.3,9.9,-15.7,5.8,-1.1,14.6,3.0,4.2,-2.6
O=C(NCC1CCCO1)C(=O)c1c[nH]c2ccccc12 (stereo not drawn),9.3,11.3,-3.6,2.8,8.0,-8.8,-1.3,5.5,2.0
CCOC(=O)c1sc2cc([N+](=O)[O-])cc(SCCO)c2c1N,17.7,-42.3,2.9,5.5,-2.3,7.6,1.1,-5.5,1.4
CC(C)=CCC[C@](C)(OC1OC(COC2OCC(O)C(O)C2O)C(O)C(O)C1O)C1CC[C@]2(C)C1C(O)CC1[C@@]3(C)CCC(O[C@@H]4O[C@H](CO)C(O)C(O)C4O[C@@H]4OC(CO)C(O)C(O)C4O)C(C)(C)C3CC[C@]12C (stereo partly drawn),16.8,-2.0,12.1,4.8,-1.7,8.5,-1.2,-2.3,6.7
COc1ccc(S(=O)(=O)N2CCC(C(=O)Nc3c(F)cccc3F)CC2)cc1,9.4,21.5,1.9,4.4,4.7,-0.1,9.1,2.3,2.0
CCn1cc(/C=N\NC(=O)c2cc(-c3ccccc3OC)nc3ccccc23)c(C)n1,-3.1,-3.8,16.4,5.9,-4.5,4.5,1.2,-8.1,-0.5
CCOc1ccc(NC(=O)CN(C)C(=O)Cc2ccsc2)cc1OCC,2.7,6.8,-12.0,2.4,-0.2,2.8,2.1,13.5,3.1
COC(=O)c1nnn(-c2nonc2N)c1CN1CCCC1,-1.8,3.7,-3.0,0.3,-5.4,14.3,-1.5,0.0,-1.8
Cc1ccc(NC(=O)CCC(=O)c2cccs2)cc1F,13.4,6.8,-18.0,6.7,9.4,-2.2,-0.3,9.5,-2.6
CCOC(=O)[C@]12Cc3c(cc(OC)c(OC)c3OC)[C@H]1N(CCC(=O)OC)C(=O)c1cc(OC)ccc12,8.7,·,9.0,-0.2,2.9,-2.9,·,0.2,5.1
CCC1Nc2ncnc(N3CCN(c4ccccc4)CC3)c2N(Cc2ccc(C)cc2)C1=O (stereo not drawn),16.2,-6.4,3.7,5.4,2.7,3.4,0.3,7.6,-1.3
COc1cccc(-c2nn3c(-c4ccco4)nnc3s2)c1,9.5,-8.5,-26.6,2.2,-0.1,2.8,-1.0,-3.4,0.4
CCN(CC(=O)NC1CCS(=O)(=O)C1)C(=O)c1cc(OC)c(OC)c(OC)c1 (stereo not drawn),0.0,-6.0,-14.2,10.4,-0.3,-3.0,-0.4,2.8,0.1
CCOC(=O)CC(=O)CSc1ncnc2c1nnn2-c1ccccc1,-16.9,-1.5,4.1,5.6,2.4,-0.3,-1.9,2.0,0.8
O=C(/C=C/Nc1cccc([N+](=O)[O-])c1)c1ccco1,9.3,-2.4,-6.1,6.3,1.7,6.6,-0.5,5.8,3.9
O=C(CN1C(=O)CSC1=O)NCc1ccccc1,4.3,14.4,-2.8,8.0,13.8,-2.5,-0.1,7.4,-8.8
# Following part.
SMILES,CHO-K1 Ca PAM,CRFBP-R2 block,TAAR1 antagonist,TAAR1 agonist,CHRM5 PAM,M5 antag,CRFBP-R2 agonist,CHRM4 PAM,M5 ag
O=C(CNC(=O)C12CC3CC(CC(C3)C1)C2)NC1=NCCS1,-11.5,12.4,2.0,0.1,1.8,0.3,0.2,2.5,2.1
CCN(CC)C(=O)COc1ccc(C=O)cc1OC,1.7,-12.5,14.5,1.5,1.9,2.9,-1.1,3.2,0.5
O=C(NNC(=S)NC(=O)c1cccnc1)c1ccccc1,13.2,-13.7,-4.0,0.5,0.5,1.4,-2.4,-4.1,-2.1
COc1ccc(/C=C/C(=O)Nc2ccc(C34CC5CC(CC(O)(C5)C3)C4)cc2)cc1OC,-1.1,-31.8,71.5*,23.9,-19.7,17.5,2.4,-13.3,5.8
O=c1cc(N2CCc3ccccc3C2)[nH]c(=O)n1-c1ccc(Br)cc1,3.8,-7.8,-4.3,25.0,3.7,-10.6,2.5,3.8,1.3
O=C(O)COc1ccc(/C=N/Nc2nc(Nc3ccccc3)nc(N3CCCCC3)n2)cc1,6.0,8.9,3.3,5.1,-6.6,4.2,0.2,1.8,-1.9

# 2 consecutive compounds out of the list so far, quoted:
SMILES,CHO-K1 Ca PAM,CRFBP-R2 block,TAAR1 antagonist,TAAR1 agonist,CHRM5 PAM,M5 antag,CRFBP-R2 agonist,CHRM4 PAM,M5 ag
O=C(Cn1cnc2c(NCc3ccccc3)ncnc21)NCCCN1CCCC1=O,18.6,-5.8,-1.7,0.9,2.3,-2.2,-5.6,9.9,0.1
CC1CCN(C(=S)c2cn(Cc3ccc(F)cc3)c3ccccc23)CC1,-7.2,13.4,-4.0,13.5,-21.7,0.7,1.8,-6.3,-9.4
